RORg inh: qHTS for inhibitors of ROR gamma transcriptional activity; Nuclear receptor ROR-gamma (Mus musculus), P51450; Drosophila S2 Gal4-RORgamma UAS-luciferase reporter, 20 h; Potency, µM (series often up to 53.6 µM), for inactives: top-dose activity change, negative = inhibition, hits mostly inhibitors; actives 5.4% (n = 310,000); AID 2551, 2010; also: potency is read from the fitted curve at half-maximal effect; % is scaled to controls: 0 for no effect and ±100 for the full control effect; nearly all actives have a fitted effect of over 60% in size
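Using a luciferase readout, inhibitors were identified by reduced reporter activity in Drosophila cells coexpressing a copper-inducible Gal4–ROR gamma fusion and UAS-driven Photinus luciferase, incubated 20 hr after 700 uM copper sulfate.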
ELG1 genotox: qHTS screen for small molecules that induce genotoxicity in human embryonic kidney (HEK293T) cells expressing luciferase-tagged ELG1. HEK293T ELG1-luciferase reporter, luminescence, 16 h. Potency, µM (series often up to 46 µM), inactives show at the highest dose activity change, positive = activation, most hits filed as activators. actives 1.3% (n = 330,000); also: potency is read from the fitted curve at half-maximal effect; % of control where 0% means no effect; nearly all actives have a fitted effect of over 60% in size
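DMSO vehicle served as control against compound-treated ELG1-luciferase HEK293T cells; exposure lasted 16 hr at 37 °C and 5% CO2, followed by ONE-Glo luminescence detection after 30 min.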
KCNH2 3.1 block: qHTS for Inhibitors of KCHN2 3.1: Mutant qHTS | Potassium voltage-gated channel subfamily H member 2, brain isoform KCNH2 3.1 (human) | actives 0.95% (n = 340,000) | activity change, % (tested at about 1.8 µM) | U2OS KCNH2 3.1, thallium flux FluxOr; hits give low values;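 active = maximum activity change below -70%; inconclusive = maximum activity change from -70% to -50%; inactive = maximum activity change above -50%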;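 also: thallium influx rate constant from kinetic fluorescence after stimulation buffer; % is scaled to controls: 0 for no effect and ±100 for the full control effect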
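We transduce U2OS cells with the mutant 3.1 virus, culture them overnight, load FluxOr with Red40 quencher for 45 min, then add stimulation buffer and read kinetically for 2 min to derive a normalized rate constant.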
Coupling enz: qHTS Assay for Inhibitors of Fructose-1,6-bisphosphate Aldolase from Giardia Lamblia: Coupling assay counterscreen; coupling enzyme system counterscreen, AmpLite Red fluorescence; activity change, negative = inhibition, % at 58.2 µM, hits read low; actives 0.67% (n = 290,000); AID 2472, 2010; in the data active = activity change below about -30%; also: % is scaled to controls: 0 for no effect and ±100 for the full control effect
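Counterscreen of the coupled detection system alone, without aldolase: glyceraldehyde-3-phosphate coupling enzymes plus AmpLite Red readout. Compounds at 57.5 uM final, 10 min RT preincubation, 20 min RT reaction, fluorescence 525/598 nm.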
Giardia killer: Small Molecules that selectively kill Giardia lamblia: qHTS. Giardia lamblia trophozoite viability. activity change, % at 7.66 µM, hits read low. actives 0.15% (n = 340,000). AID 540267, 2011; in the data active = activity change below about -80%; inconclusive = between about -30% and that limit;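 also: parasites exposed to compound for two days anaerobically before the ATP read; % is scaled to controls: 0 for no effect and ±100 for the full control effect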
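Giardia lamblia trophozoites (100 cells/well) were incubated with compounds for 48 h at 37 deg C under anaerobic conditions. Viability was read as ATP content by one-step luminescence after 15-30 min at room temperature.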
Rab9 prom act: qHTS Assay for Rab9 Promoter Activators. Huh7 Rab9 promoter-luciferase reporter, luminescence, 24 h. Potency, µM (highest dose often 9.22 µM), without a hit: at the highest dose activation, negative = inhibition, usual class: activators. actives 2.8% (n = 320,000); also: potency is read from the fitted curve at half-maximal effect; % of control where 0% means no effect; nearly all actives have a fitted effect of over 60% in size
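Measured in stably transfected Huh7 cells bearing a Rab9 promoter–luciferase construct: 24 h compound treatment at 37 °C, followed by luminescence detection.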
NPC1 prom act: qHTS Assay for NPC1 Promoter Activators | Huh7 NPC1 promoter luciferase reporter, 24 h | Potency, µM (titrated, usually from 9.22 µM), without a hit: at the top dose activation, usual class: activators | actives 2.4% (n = 320,000) | AID 485313, 2010;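 also: potency is read from the fitted curve at half-maximal effect; % of control where 0% means no effect; nearly all actives have a fitted effect of over 60% in size; reporter is driven by a mutant NPC1 promoter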
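Readout is luciferase luminescence, reflecting NPC1 promoter activation in stably transfected Huh7 cells after 24 h compound exposure at 37 °C in reduced-serum medium with 10% FBS.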
Tb PFK block: qHTS Assay to Find Inhibitors of T. brucei phosphofructokinase; ATP-dependent 6-phosphofructokinase (Trypanosoma brucei brucei), O15648; T. brucei PFK, ADP-Glo luminescence; Potency, µM (titrated, usually from 57.5 µM), without a hit: at the highest dose activity, negative = inhibition, hits mostly inhibitors; actives 0.17% (n = 330,000); AID 485367, 2010;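 also: potency is read from the fitted curve at half-maximal effect; 0% = uninhibited 1x PFK enzyme wells and -100% = no-enzyme wells; nearly all actives have a fitted effect of over 60% in size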
Target sequence (O15648 whole entry, looked up): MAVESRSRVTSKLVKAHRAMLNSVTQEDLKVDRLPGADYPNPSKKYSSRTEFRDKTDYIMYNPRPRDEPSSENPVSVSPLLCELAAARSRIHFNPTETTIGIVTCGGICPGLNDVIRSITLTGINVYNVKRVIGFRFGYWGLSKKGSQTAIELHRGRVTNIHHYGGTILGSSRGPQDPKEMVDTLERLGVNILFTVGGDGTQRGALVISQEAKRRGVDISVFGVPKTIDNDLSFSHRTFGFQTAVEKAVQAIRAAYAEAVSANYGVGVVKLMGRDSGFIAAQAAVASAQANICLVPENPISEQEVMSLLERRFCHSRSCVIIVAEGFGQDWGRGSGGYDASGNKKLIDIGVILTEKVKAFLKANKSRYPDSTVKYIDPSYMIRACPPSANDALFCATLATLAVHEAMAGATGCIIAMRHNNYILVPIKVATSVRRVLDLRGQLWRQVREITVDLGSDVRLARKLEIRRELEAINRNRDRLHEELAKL
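ADP-Glo luminescence quantified ADP after 45 min at room temperature, with 1.25 nM T. brucei PFK, 0.1 mM ATP and 0.5 mM fructose-6-phosphate in pH 8.0 TEA buffer. qHTS titrations up to 57 µM; curves classified by quality.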
uPA surface inh: qHTS for Inhibitors of Cell Surface uPA Generation; actives 0.31% (n = 330,000); AID 540303, 2011; cell surface uPA generation assay, qHTS; Potency, µM (doses to about 38.3 µM), for the others: at the highest dose activity change, negative = inhibition, hits mostly inhibitors; active = well fitted inhibition curve with a large enough effect; inconclusive = small, poorly fitted or top-dose-only effect; inactive = no such curve, though single readings can be large or run the other way; tested in mouse RAW 264.7 cells; also: potency is read from the fitted curve at half-maximal effect; % is scaled to controls: 0 for no effect and ±100 for the full control effect; nearly all actives have a fitted effect of over 55% in size
Gal4-VP16 FLuc: VP16 counterscreen qHTS for inhibitors of ROR gamma transcriptional activity; Drosophila S2 Gal4-VP16 UAS-luciferase, luminescence, 20 h; Potency, µM (highest dose often 53.6 µM), for inactives: at the top dose activity, negative = inhibition, hits mostly inhibitors; actives 3.5% (n = 310,000);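 also: Gal4-VP16 expression switched on by copper sulfate through the metallothionein promoter; potency is read from the fitted curve at half-maximal effect; % is scaled to controls: 0 for no effect and ±100 for the full control effect; nearly all actives have a fitted effect of over 50% in size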
FLuc counter: qHTS profiling assay for firefly luciferase inhibitor/activator using purifed enzyme and Km concentrations of substrates (counterscreen for miR-21 project); actives 6.9% (n = 360,000); Luciferin 4-monooxygenase (Photinus pyralis), P08659; Potency, µM (top dose mostly 57.5 µM), without a hit: at the highest dose activity change, negative = inhibition, actives largely listed as inhibitors; purified FLuc, Km substrates, luminescence inhibition; AID 588342, 2011;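 also: potency is read from the fitted curve at half-maximal effect; plate controls were vehicle for no effect and reference inhibitor for full effect; nearly all actives have a fitted effect of over 55% in size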
Target sequence (P08659 whole entry, looked up): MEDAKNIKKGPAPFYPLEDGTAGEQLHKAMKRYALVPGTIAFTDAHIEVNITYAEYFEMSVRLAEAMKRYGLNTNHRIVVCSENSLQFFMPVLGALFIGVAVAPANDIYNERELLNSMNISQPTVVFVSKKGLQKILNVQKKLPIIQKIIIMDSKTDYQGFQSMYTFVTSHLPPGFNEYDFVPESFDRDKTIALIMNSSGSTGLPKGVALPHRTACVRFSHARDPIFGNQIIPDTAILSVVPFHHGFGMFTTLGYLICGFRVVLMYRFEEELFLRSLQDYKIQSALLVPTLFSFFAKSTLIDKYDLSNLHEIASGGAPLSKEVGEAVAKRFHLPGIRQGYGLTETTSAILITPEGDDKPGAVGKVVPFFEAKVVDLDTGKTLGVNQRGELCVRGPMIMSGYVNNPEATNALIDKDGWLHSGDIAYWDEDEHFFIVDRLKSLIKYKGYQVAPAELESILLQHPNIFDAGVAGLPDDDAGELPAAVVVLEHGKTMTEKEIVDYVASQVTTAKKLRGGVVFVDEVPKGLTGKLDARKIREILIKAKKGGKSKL
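Purified P. pyralis luciferase (10nM final) with 10uM D-luciferin and 10uM ATP (Km levels) in 50mM Tris acetate pH 7.5, 10mM Mg acetate, 0.01% Tween-20, 0.05% BSA; qHTS 6-point titration, ~60 µM downward; luminescence read.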
Starred values were filed as active, the others as inactive; ? = inconclusive; . = no result given; & = joins results of further samples; [ ] = remark or other dose. Unless noted, calls follow the shape of the dose curve; as a rule, active = well fitted curve in the direction sought with a large enough effect; inconclusive = small, poorly fitted or top-dose-only effect, or another doubt; inactive = no such curve, though single readings can be large; an effect the other way counts as inactive or inconclusive.

SMILES	RORg inh	ELG1 genotox	KCNH2 3.1 block	Coupling enz	Giardia killer	Rab9 prom act	NPC1 prom act	Tb PFK block	uPA surface inh	Gal4-VP16 FLuc	FLuc counter
Brc1ccc(-c2nnc3ccc(N4CCN(c5ccccc5)CC4)nn23)cc1	1%	4%	-2	-1	7	-7%	-1%	-4%	-1%	6%	2%
CC(=O)NC(CCS(C)(=O)=O)C(=O)Nc1cccc(C)c1 (centres undefined)	-3%	2%	5	-1	10	2%	-2%	-4%	-1%	1%	7%
O=C1CC(C(=O)O)(c2ccccc2)c2cccc(F)c21 (centres undefined)	6%	0%	-2	1	5	0%	-1%	-6%	2%	2%	2%
COc1ccc(-c2ccc3c(c2)S(=O)(=O)c2cccc(C(=O)NC4CCCCC4)c2C3=O)cc1OC	.	2%	4	.	24	-12%	1%	8%	14%	.	-1%
O=C(CCCCCN1C(=O)[C@@H]2Cc3ccccc3CN2C1=O)N[C@@H](Cc1ccc(O)cc1)C(=O)O	-22%	-4%	0	0	12	-7%	0%	-6%	15%	-4%	0%
NS(=O)(=O)c1cccc(NC(=O)CSc2nnc(C3CC3)n2C2CC2)c1	.	2%	-4	.	-2	0%	1%	-7%	16%	.	.
CSc1ccccc1NC(=S)N/N=C/c1cccn1Cc1ccc(F)cc1	?	-8%	-12	-7	-3	2%	-1%	3%	5%	?	-3%
C=CCNC(=S)N1CCN(c2ccccc2Cl)CC1	-24%	-8%	0	3	-5	-1%	-2%	-1%	?	8%	7%
Cc1ccc(-c2ccc(=O)n(CC(=O)NCCN3CCCCC3C)n2)cc1 (centres undefined)	-3%	2%	7	1	-13	-3%	-1%	-9%	2%	-6%	-1%
O=C(Cc1ccccc1)NCC(=O)N/N=C/c1ccc([N+](=O)[O-])s1	-34%	-15%	4	-4	-22	14%	2%	-3%	-13%	-22%	-2%
O=C(O)CCn1c(C(=O)O)cc2sccc21	-14%	0%	-12	2	11	0%	-3%	5%	1%	2%	7%
c1ccc(-n2nnc(-c3cccnc3)n2)cc1	-10%	?	2	1	-1	2.8µM*	4µM*	8%	?	-5%	13µM*
CCC(C)(C)NC(=O)C(OC(=O)c1ccco1)c1ccc(OC)cc1 (centres undefined)	0%	-6%	12	0	-2	0%	1%	-21%	10%	4%	-2%
O=C(Nc1cccc2ncccc12)c1cccc(F)c1	-21%	4%	-3	0	-3	0%	2%	1%	.	0%	-2%
O=C(Nc1cccc(N=Cc2cc(Cl)cc(Br)c2O)c1)c1ccco1	?	-1%	2	-8	1	14%	7%	-1%	-9%	?	-11%

3 entries picked at random from those above:
SMILES	RORg inh	ELG1 genotox	KCNH2 3.1 block	Coupling enz	Giardia killer	Rab9 prom act	NPC1 prom act	Tb PFK block	uPA surface inh	Gal4-VP16 FLuc	FLuc counter
O=C(Nc1cccc2ncccc12)c1cccc(F)c1	-21%	4%	-3	0	-3	0%	2%	1%	.	0%	-2%
O=C(O)CCn1c(C(=O)O)cc2sccc21	-14%	0%	-12	2	11	0%	-3%	5%	1%	2%	7%
O=C(Cc1ccccc1)NCC(=O)N/N=C/c1ccc([N+](=O)[O-])s1	-34%	-15%	4	-4	-22	14%	2%	-3%	-13%	-22%	-2%

Record cards, from the list above. Values in the order: RORg inh | ELG1 genotox | KCNH2 3.1 block | Coupling enz | Giardia killer | Rab9 prom act | NPC1 prom act | Tb PFK block | uPA surface inh | Gal4-VP16 FLuc | FLuc counter
Record of COc1ccc(-c2ccc3c(c2)S(=O)(=O)c2cccc(C(=O)NC4CCCCC4)c2C3=O)cc1OC : . | 2% | 4 | . | 24 | -12% | 1% | 8% | 14% | . | -1%
Record of O=C(CCCCCN1C(=O)[C@@H]2Cc3ccccc3CN2C1=O)N[C@@H](Cc1ccc(O)cc1)C(=O)O : -22% | -4% | 0 | 0 | 12 | -7% | 0% | -6% | 15% | -4% | 0%

Further entries follow:
SMILES	RORg inh	ELG1 genotox	KCNH2 3.1 block	Coupling enz	Giardia killer	Rab9 prom act	NPC1 prom act	Tb PFK block	uPA surface inh	Gal4-VP16 FLuc	FLuc counter
CC(C)c1csc(CN2CCN(CCc3ccccc3)C(CCO)C2)n1 (centres undefined)	-11%	-2%	-30	1	-13	-8%	-1%	-7%	15%	-10%	-4%
Clc1cccc(CNCCCSc2ncccn2)c1	-4%	-2%	8	0	-14	-3%	-2%	-11%	-9%	0%	-1%
COc1ccc(CCN2CC(C(=O)N(C)CC(=O)Nc3cccc(F)c3)CC2=O)cc1OC (centres undefined)	15%	5%	0	.	-6	9%	-1%	1%	2%	14%	-2%
CCCCN(C(=O)c1ccc(N2C(=O)c3ccccc3C2=O)cc1)c1c(N)n(CC(C)C)c(=O)[nH]c1=O	.	-3%	3	.	-15	-3%	-1%	-8%	0%	.	-2%
CC(C)CC(=O)Nc1ccc(S(=O)(=O)Nc2nccs2)cc1	-5%	1%	17	4	44[activator]	0%	-2%	2%	4%	7%	9%
O=C(OCc1nc2ccccc2[n+]([O-])c1C(=O)c1ccccc1)c1ccco1	11%	0%	1	1	?	1%	-3%	-2%	0%	2%	3%
CCCCn1c(SCC(=O)NCc2ccco2)nc2ccccc2c1=O	?	-2%	-4	1	-5	1%	1%	-2%	-2%	-1%	0%
Cn1cc(CN2CCC(n3nccc3NC(=O)CCc3ccccc3)CC2)cn1	-27%	4%	-10	.	-7	0%	1%	2%	8%	-4%	-2%
CC(C)(C)c1cc(C2=CSC3=NCCN23)cc(C(C)(C)C)c1O	?	-10%	?	0	1	1%	2%	4%	?	?	2%
COc1ccc(NC(=O)CSc2nc3ccncc3[nH]2)c(OC)c1	-10%	-1%	3	-1	0	-5%	-3%	2%	-45%	-6%	-1%&5%
CC(C)(CO)Nc1nc(N2CCCC2)nc(N2CCCC2)n1	32%	2%	3	3	-15	-3%	-1%	-9%	-6%	2%	2%
O=C(Nc1cccnc1)c1cc(-c2ccc(Br)cc2)nc2ccccc12	-1%	0%	-9	-2	15	0%	0%	0%	-4%	-16%	17µM*
COc1ccc(NC(=O)c2cc(C3CC3)on2)c(OC)c1	?	18µM*	7	0	-9	?	?	-7%	?	20%	?
Cc1[nH]n(-c2ccccc2)c(=O)c1/C=N/O	2.5µM*	1%	-9	-8	-26	15%	0%	-5%	0%	3.5µM*	-16%
CCOC(=O)N1CCN(CCC(=O)Nc2ccc(OC)cc2OC)CC1	-10%	6%	13	0	-2	-3%	0%	0%	1%	5%	2%
OC(CNC1Cc2ccccc2C1)c1ccccc1 (centres undefined)	8%	-2%	5	0	11	-2%	1%	-3%	-14%	4%	-1%
Cc1ccc(C(=O)NN2C(=O)C3C(C2=O)C2C=CC3C23CC3)cc1 (centres undefined)	25%	-2%	-26	1	14	-6%	0%	-1%	15%	2%	5%
c1ccc(-c2nnnn2-c2ccccc2)cc1	18%	0%	4	-2	-18	3%	0%	3%	6%	-8%	1%
O=C(COC(=O)CCc1ccc(S(=O)(=O)N2CCOCC2)cc1)Nc1ccccc1OC(F)F	.	-2%	-28	.	-4	.	.	0%	7%	.	.
CC1CC(C)CN(c2ccc(C(=O)NCc3ccc4c(c3)OCO4)cc2[N+](=O)[O-])C1 (centres undefined)	33%	0%	-18	1	-7	13%	-3%	-8%	6%	11%	-2%
COc1nc(N)nc(N)c1NS(=O)(=O)c1ccc(C)cc1	-2%	0%	27	.	-4	-3%	1%	-1%	1%	1%	2%
CCc1noc(C)c1C(=O)Oc1ccc(N(C)S(=O)(=O)c2ccc(C)c(C)c2)cc1	.	?	-11	.	-24	-3%	-2%	1%	-2%	.	1%
O=C(CSc1nncs1)Nc1cccc2ccccc12	.	9%	1	.	-5	1%	-2%	-6%	4%	.	-9%
c1coc(-c2nc3nc4ccccc4n3nc2-c2ccco2)c1	?	.	15	-46*	-6	.	.	.	1%	10%	?
COc1ccc(S(=O)(=O)N2c3cc(Cl)ccc3Oc3nc4ccccc4nc32)cc1	0%	?	-34	-1	4	-13%	-14%	1%	-5%	8%	4%

Bioassay records: PubChem BioAssay, National Center for Advancing Translational Sciences (NCATS)
